Screening data deposited in PubChem by several laboratories.
CRFBP-R2 agonist: agonists of CRF-BP/CRF-R2 complex, primary screen, cell-based, HEK293, calcium dye fluorescence, uHTS | CRF-binding protein / CRF receptor 2 complex (human) | calcium dye fluorescence (FLIPR); percent of saturating CRF peptide response | activation, % at 13.2 µM | 0.46% of 350,000 active | AID 588473, 2011;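 active = activation of at least 50%, plus an integration ratio under a set limit after plate pattern correction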;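 also: plate controls were neutral control wells without compound for no effect and CRF at EC100 for full effect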
CRFBP-R2 block: antagonists of CRF-BP/CRF-R2 complex, primary screen, cell-based, HEK293, calcium dye fluorescence, uHTS; inhibition, % at 11.8 µM; 0.59% of 350,000 active; AID 588475, 2011; CRF-induced calcium fluorescence;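 active = inhibition of the ligand-induced calcium signal above about 50% at the single tested concentration, limit read from the data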
CHRM5 agonist: human M5 muscarinic receptor agonists, primary screen, CHO-K1 cells, Fluo-8 calcium fluorescence; Muscarinic acetylcholine receptor M5 (Homo sapiens), P08912; CHO-K1 hM5 cells; 0% DMSO wells, 100% maximal acetylcholine response; activation, % at 3 µM; 0.19% of 360,000 active; AID 624037, 2012;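 active = activation above the run's mean over test compounds plus 3 SD, cut at about 23% in these data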;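 also: signal is peak over basal fluorescence ratio across the kinetic read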
Target sequence (P08912 whole entry, looked up): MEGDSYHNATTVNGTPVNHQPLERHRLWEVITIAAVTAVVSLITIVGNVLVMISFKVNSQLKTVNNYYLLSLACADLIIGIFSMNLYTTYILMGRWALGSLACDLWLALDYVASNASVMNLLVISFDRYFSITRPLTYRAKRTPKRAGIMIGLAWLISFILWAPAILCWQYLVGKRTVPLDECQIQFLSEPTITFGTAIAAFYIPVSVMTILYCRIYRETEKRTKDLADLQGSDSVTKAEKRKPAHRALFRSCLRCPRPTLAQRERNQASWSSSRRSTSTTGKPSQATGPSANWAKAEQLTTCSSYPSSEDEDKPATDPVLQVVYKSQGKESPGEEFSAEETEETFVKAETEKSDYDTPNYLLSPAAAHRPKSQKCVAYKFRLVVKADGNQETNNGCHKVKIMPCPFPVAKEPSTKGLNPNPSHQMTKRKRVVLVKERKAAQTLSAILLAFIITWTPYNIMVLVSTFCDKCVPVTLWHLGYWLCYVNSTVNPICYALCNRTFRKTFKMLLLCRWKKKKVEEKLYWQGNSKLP
M5 antag: human M5 muscarinic receptor antagonists, primary screen, CHO cells, Fluo-8 calcium fluorescence; Muscarinic acetylcholine receptor M5 (Homo sapiens), P08912; CHO-hM5 cells, ACh EC80; inhibition, % at 3 µM; 0.59% of 360,000 active; AID 624040, 2012;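 active = inhibition above a per-plate cutoff, the mean of that plate's test compounds plus 3 SD, cut at about 27% in these data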;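 also: 0% = acetylcholine EC80 with DMSO and 100% = DMSO without agonist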
TAAR1 ag: human TAAR1 agonists, primary screen, Fluo-8 calcium fluorescence, CHO RD-HGA16 cells; activation, % at 3 µM; Trace amine-associated receptor 1 (Homo sapiens), Q96RJ0; vehicle wells 0%, saturating PEA agonist 100%; 0.99% of 360,000 active;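 active = activation above the mean activation of all test compounds in the run plus 3 SD, cut at about 38% in these data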
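Benchmarks: low control DMSO, high control PEA (EC100); System: CHO RD-HGA16 cells carrying human TAAR1 plus Gα16; Detection: Fluo-8 fluorescence, 5 s baseline then 140 s kinetic read; Schedule: 17-24 h plating, Fluo-8 75 min 37 °C, 30 min RT; Read-out basis: % activation from peak over basal fluorescence ratio, DMSO-to-PEA scaled.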
M4 PAM: human M4 muscarinic receptor positive allosteric modulators, primary screen, CHO-K1 cells, Fluo-8 calcium fluorescence; CHO-K1 hM4/Gqi5, ACh EC20; 0% = ACh EC20, 100% = maximal ACh; activation, % at 3 µM; 0.4% of 360,000 active;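 active = activation above its plate's cutoff, the mean activation of sample wells plus 3 SD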; also: some results filed as inactive read as strong as hits
Target sequence (P08173 whole entry, looked up): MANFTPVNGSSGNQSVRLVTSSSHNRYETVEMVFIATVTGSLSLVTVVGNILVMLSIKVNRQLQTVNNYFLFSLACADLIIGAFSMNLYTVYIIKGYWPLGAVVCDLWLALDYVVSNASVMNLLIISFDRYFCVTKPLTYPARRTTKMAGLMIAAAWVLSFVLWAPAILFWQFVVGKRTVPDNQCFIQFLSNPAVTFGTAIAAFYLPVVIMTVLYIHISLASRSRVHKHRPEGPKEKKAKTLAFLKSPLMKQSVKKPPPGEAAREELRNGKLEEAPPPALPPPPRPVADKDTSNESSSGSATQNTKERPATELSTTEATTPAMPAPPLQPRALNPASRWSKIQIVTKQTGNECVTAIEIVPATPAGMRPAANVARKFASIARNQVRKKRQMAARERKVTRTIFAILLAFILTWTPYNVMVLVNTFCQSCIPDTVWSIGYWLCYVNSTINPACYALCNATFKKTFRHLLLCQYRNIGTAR
M5 PAM: human M5 muscarinic receptor positive allosteric modulators, primary screen, CHO-K1 cells, Fluo-8 calcium fluorescence; Muscarinic acetylcholine receptor M5 (Homo sapiens), P08912; CHO-K1 hM5, ACh EC20 PAM; 0% = ACh EC20, 100% = ACh EC100; activation, % at 3 µM; 0.3% of 360,000 active; AID 624038, 2012;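 active = activation above the run cutoff, the mean activation of all test compounds plus 3 SD, cut at about 18% in these data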
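System: CHO-K1 cell line with stable human muscarinic M5 receptor expression | Also added: EC20 acetylcholine as agonist stimulus | Compound: One concentration, 3 µM final (nominal) | Timing: Fluo-8 loading 80 min at 37 °C plus 30 min room temperature | Measured by: Fluo-8 calcium dye fluorescence, kinetic read | Read-out basis: % activation, ACh-normalized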
TAAR1 antag: human TAAR1 antagonists, primary screen, Fluo-8 calcium fluorescence, CHO RD-HGA16 cells | Trace amine-associated receptor 1 (Homo sapiens), Q96RJ0 | antagonist | inhibition, % at 3 µM | 1.5% of 360,000 active;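 active = inhibition above a per-plate cutoff, the mean inhibition of test compounds on that plate plus 3 SD, cut at about 49% in these data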;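 also: 0% = DMSO plus EC80 beta-PEA response and 100% = DMSO alone without agonist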
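Test system – hTAAR1-expressing CHO RD-HGA16 cells, Gα16-coupled · Also added – β-PEA at EC80 concentration, post-compound challenge · Compound – 3 µM, single point · Incubation – dye loading 75 min at 37 °C, then 30 min room temperature · Measured by – Fluo-8 intracellular calcium dye fluorescence, real-time kinetic reads · Benchmarks – vehicle and agonist controls · Replicates – singlicate, one well per test compound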
M1 PAM parental: nonselective calcium activators in parental CHO-K1 cells, primary screen, counter-screen for M1 PAM project, cell-based, Fluo-8 calcium fluorescence, full deck, 1536-well; 0.02% of 360,000 active; activation, % at 3 µM; ATP EC20; 0% at ATP EC20, 100% at ATP max;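 active = activation above the run cutoff, the mean activation of all test compounds plus 3 SD, cut at about 40% in these data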;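 also: peak over basal fluorescence ratio in a 140 s read after ATP addition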
Starred values were filed as active, the others as inactive; / = no result given. Compounds as they come; any-hit rate near 4.2%.

SMILES	CRFBP-R2 agonist	CRFBP-R2 block	CHRM5 agonist	M5 antag	TAAR1 ag	M4 PAM	M5 PAM	TAAR1 antag	M1 PAM parental
Fc1ccc2c(c1)Sc1ccc(Cl)cc1CC2N1CCN(CCC2OCCO2)CC1 (centres undefined)	0.5	-1	-21	13	5	-52	-32	8	15
Cc1cc(=O)oc(C)c1C(=O)OC(C(=O)c1ccccc1)c1ccccc1 (centres undefined)	1.0	-11	-8	-13	7	0	-1	-10	22
CCCCn1c(=NC(=O)c2ccco2)c(C(=O)OCC)cc2c(=O)n3ccccc3nc21	1.2	15	-8	-4	9	-4	-10	24	7
Cc1ccc(NCC(=O)Nc2cccc(F)c2)cc1S(=O)(=O)N1CCCCCC1	-4.3	8	1	3	2	-4	-2	15	16
COc1cc(/C=C2\N=C(c3ccccc3)NNC2=O)cc(OC)c1OC	0.0	-5	4	-10	9	9	8	-31	-4
COC(=O)[C@@]12C[C@@H](CC(=O)N3CCN(C(=O)C4CC4)CC3)C(=O)N(CCc3ccc(OC)c(OC)c3)C1=CCC(C)(C)C2	/	/	0	1	3	0	2	2	/
CC1=CC(C)(C)N(C(=O)c2ccccc2)c2ccccc21	-1.1	-1	0	-1	26	7	2	12	4
COc1cc2c(cc1OC)CN(C(=O)CCOc1ccccc1C)CC2	-1.7	3	-3	14	2	-9	-7	-5	-11
CC(C)CCNC(=O)CN(C(=O)CCC(=O)Nc1ccccn1)c1ccc2c(c1)OCO2	0.1	6	-5	-8	6	1	1	12	13
O=c1ccc(-c2ccc(S(=O)(=O)Nc3ccc(F)cc3)o2)n[nH]1	2.2	2	-5	5	1	4	-2	-17	30
COc1ccc(CC(=O)OCC(=O)Nc2ccc3c(c2)OCCO3)cc1OC	-2.6	13	1	12	1	-3	-9	0	-1
Cc1ccc2c(c1)N(C(=O)CCC(=O)NCc1cccc(Cl)c1)CC(C)O2 (centres undefined)	-1.4	-27	-4	-4	1	3	-5	35	29
CNC(=O)CN(Cc1ccccc1)S(=O)(=O)c1ccccc1	-0.8	13	1	-9	9	5	1	17	19
CCCn1nnc(NC(=O)c2cccc(OCc3ccccc3)c2)n1	-0.9	-9	-10	4	14	1	-20	1	9
Cc1cc(F)ccc1NC(=O)c1cc(S(=O)(=O)N2CCCC2)cn1C	-1.0	0	1	0	0	2	1	12	6
CCCCC(C(=O)NC(C)(C)C)N(Cc1ccco1)C(=O)c1snc(C(N)=O)c1N (centres undefined)	-1.2	-5	0	6	4	-1	0	21	3
CCOC(=O)N1CCC(NC(=O)C2CCN(c3ccc(N4CCOCC4)nn3)CC2)CC1	-0.5	4	-5	9	/	1	-2	/	21
COc1ccc2c(=O)c(-c3nc(C)cs3)coc2c1	-2.3	1	1	-1	7	3	1	-15	16
O=C(Nc1nc2ccccc2s1)c1ccc2c(c1)OCO2	-1.4	-20	3	4	6	16	3	3	11
C=CCn1c(SCn2nnc3ccccc3c2=O)nc2scc(-c3cccs3)c2c1=O	8.8	-9	2	-7	0	9	3	13	-3
CCc1nnc(NC(=O)CSc2nc3ccc(OC)cc3[nH]2)s1	-0.3	1	-1	-5	3	5	3	-29	9
O=C(Cn1nnc(-c2ccccc2)n1)NCc1ccccc1	0.9	1	2	5	4	7	-1	-15	3
CC12CCC(C(=O)NCC3CCCO3)(OC1=O)C2(C)C (centres undefined)	4.9	-33	0	-4	5	7	5	15	-2
O=C(CNC(=O)c1ccc(F)cc1)N/N=C/c1ccc(O)c([N+](=O)[O-])c1	0.8	-12	-3	0	0	2	-3	-19	13
CC(C)N1CC2=C(C1=O)C(c1ccc(O)cc1)NC(=O)N2C (centres undefined)	-1.6	-2	-3	-2	1	-2	-4	11	1
NC1=NC(=Nc2ccc(Cl)cc2)c2ccccc21	-0.1	4	-3	8	1	4	-6	2	4
CCOC(=O)C1(CCSC)NC(c2ccco2)C2C(=O)N(C)C(=O)C21 (centres undefined)	-2.5	26	-1	5	10	2	-3	-27	14
CN(C)S(=O)(=O)c1ccc(C(=O)N2CCN=C2SCc2cccnc2)cc1	-1.7	14	-5	-1	2	19*	4	-10	-1
Cc1ccc(/C=C/c2ccc3cccc(O)c3n2)s1	1.4	-1	0	-6	-4	-3	6	8	-18
C/C(=N\OCC(=O)Nc1ccccc1C(C)(C)C)c1ccc2c(c1)OCCO2	-1.3	9	-2	5	5	4	0	0	28
CCO[C@@H]1OC(C(=O)NCc2nc3ccccc3[nH]2)=C[C@H](C2CCCCC2)[C@H]1CCCO	-0.4	-14	-7	8	19	0	-10	45	15
Cc1ccc(OCCCC(=O)N2CCOCC2)c(C)c1	15	-41	-3	9	13	10	0	0	16
COCCN(Cc1cc2ccc(C)c(C)c2nc1Cl)C(=O)N1CCOCC1	2.2	-1	4	6	6	-3	0	6	20
Cc1ccc(S(=O)(=O)N2CCOCC2)cc1C(=O)OCC(=O)NC1CCS(=O)(=O)C1 (centres undefined)	-1.5	17	-2	-3	2	9	4	-8	10
CCCN(CC(=O)Nc1ccccc1OC)C(C)C(=O)NC(C)CCc1ccccc1 (centres undefined)	0.0	5	-1	1	-3	0	-3	-12	5
COCC(C)NCc1cccc2ccccc12 (centres undefined)	2.4	-7	3	4	8	-4	-4	-7	-6
CCN(CC)S(=O)(=O)c1ccc(-c2nnc(SCC(=O)Nc3ccc(OC)cc3)o2)cc1	1.5	10	1	2	5	6	4	-2	11
Cc1ccc(CNc2nc3ccccc3s2)s1	1.5	-17	-5	-6	4	3	2	-23	-4
CS(=O)(=O)Nc1ccc(C(=O)NC2CC3CCC2C3)cc1 (centres undefined)	-1.7	23	1	2	6	4	3	2	7
COc1cc(C(=O)Nc2nnc(SC)s2)c([N+](=O)[O-])cc1OC	0.5	3	2	3	0	-1	-4	8	0
COC(=O)CSc1nc(NC(C)(C)C)nc(N(C)C)n1	0.1	14	1	7	5	3	8	-16	-1
O=C(COC(=O)Cc1ccc(S(=O)(=O)N2CCOCC2)s1)NCc1ccc(Cl)cc1	-0.9	5	2	-6	6	3	0	-2	-7
Cc1ccc(S(=O)(=O)N(CC(=O)NCCSCc2ccco2)c2cc(C)ccc2C)cc1	3.8	-2	-8	-5	7	-8	-2	28	25
CC(=O)Nc1cc(NC(C)=O)cc(C(=O)OC(C)C(=O)Nc2ccc(S(=O)(=O)N3CCCC3)cc2)c1 (centres undefined)	-1.2	0	2	2	1	6	0	3	8
Cc1ccc(C)c(OC(C)C(=O)Nc2ccc(S(=O)(=O)Nc3nccs3)cc2)c1 (centres undefined)	-0.9	18	-3	14	0	1	0	-6	12
COc1ccc(-n2nnnc2SCC(=O)NC(=O)Nc2ccc3c(c2)OCCO3)cc1	0.3	2	-1	3	3	7	-7	3	12
Cc1ccc2nc(-c3ccccn3)cc(C(=O)NC(C)C(C)(C)C)c2c1 (centres undefined)	-1.9	-10	6	-5	1	-7	5	-14	1
Cc1cc(/C=C(/C#N)c2nc3ccccc3[nH]2)c(C)n1-c1ccccc1C(=O)O	7.2	1	-1	4	2	-8	3	3	23
O=c1/c(=C/c2ccc(O)c([N+](=O)[O-])c2)sc2nc3ccccc3n12	23	-21	0	2	4	1	1	10	15
CCC(=O)N1CCc2cc(S(=O)(=O)CCC(=O)NCCc3ccccc3)ccc21	0.0	-4	-1	-3	4	-1	0	-14	20
COc1cc(OC)c(OC)cc1CNC1CCCCCC1	-1.5	1	-1	-4	16	-2	5	-5	-6
CC(=O)N1CCN(S(=O)(=O)c2cccc(C(=O)OCC(=O)Nc3c(Cl)cccc3C(F)(F)F)c2)CC1	-1.0	12	-4	8	14	9	-1	-12	15
Cc1ccsc1/C=N/N1CCN(c2ccccn2)CC1	1.4	-13	0	9	1	-4	1	4	24
CCOc1cc(/C=N/NC(=O)C(=O)NCCCOC(C)C)cc(Br)c1O	0.2	1	1	-3	2	-1	-4	-13	1
Cc1ccc(C)c(N(CC(=O)NCc2ccco2)C(=O)CNS(=O)(=O)c2ccc(F)cc2)c1	-2.9	-1	-4	11	-1	4	-1	0	1
CC(=O)Nc1ccc(OCC(=O)N2CCC(Cc3ccccc3)CC2)cc1	0.7	-2	-1	10	0	2	8	-25	0
CCC(c1nc2ccccc2c(=O)n1-c1cccnc1)N1C(=O)c2ccccc2C1=O (centres undefined)	-3.4	6	3	6	8	-4	-3	-1	6
Cc1ccc(S(=O)(=O)N/N=C/c2cccn2-c2ccc(Cl)cc2)cc1	-0.4	6	6	1	-2	-1	1	24	14
CC1(C)OC(=O)C2=C(C[C@@H](C3CC3)O[C@H]2c2ccc(Cl)cc2)O1	/	/	-2	-1	-2	1	2	-7	6
COc1ccc(CCNC(=O)c2cccs2)cc1OC	-0.6	10	1	16	0	1	0	-1	16

Next section.
SMILES	CRFBP-R2 agonist	CRFBP-R2 block	CHRM5 agonist	M5 antag	TAAR1 ag	M4 PAM	M5 PAM	TAAR1 antag	M1 PAM parental
Cc1cc(C)n(-c2nc(-c3cccc(Cl)c3)cs2)n1	4.1	17	-2	-4	23	-3	-3	-5	3
C/C(=C\C(=O)c1ccc(Br)cc1)Nc1ccc(Cl)cc1	1.1	-45	-3	14	3	-10	-12	-16	6
CCC(c1nnc(SCC(=O)NCCc2ccc(OC)c(OC)c2)n1Cc1ccccc1)N(C)C (centres undefined)	-2.1	-23	0	6	1	-4	3	-4	-7
Cc1nc(C)c(C(=O)Nc2ncc([N+](=O)[O-])s2)o1	6.6	-4	3	8	1	-2	3	-15	-9
Cn1cc(Br)c(C(=O)NC2CCCCCC2)n1	-0.2	-2	-4	16	5	8	-2	-23	8
Cc1c(C(=O)N(C)C)c2cc(Cl)ccc2n1O	0.3	-10	0	-4	-1	14	2	-13	-11
